Screening results: PubChem BioAssay, National Center for Advancing Translational Sciences (NCATS)
S3 lipid droplet: qHTS Assay for Lipid Storage Modulators in Drosophila S3 Cells | actives 0.64% (n = 320,000) | lipid storage change, negative = inhibition, % at the top dose, mostly 46.1 µM; hits show Potency in µM | Drosophila S3 cells, BODIPY lipid droplet fluorescence, 18-24 h; cells fed with added oleic acid; active = well fitted inhibition curve with a large enough effect in the signal ratio, with a control signal flat, not every such curve was filed as active; inconclusive = small, poorly fitted or top-dose-only effect, or effect the other way, or a change in a side signal; the % refers to the signal ratio
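Drosophila S3 cells got compounds at several concentrations plus oleic acid (400 uM solution). Laser-scanning cytometry with 488 nm excitation read lipid droplets at 500-530 nm and cells at 575-640 nm. Percent activity was relative to 20 uM Triacsin C.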
S3 lipid droplet cell count max: also measured in S3 lipid droplet; calls as there; cell number change, %; measured here: cell count max response;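 cells counted by Cell Tracker Red CMTPX staining in the red channel; peak over a dose series mostly up to 46.1 µM; percent activity relative to internal control wells on each plate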
* marks the source's active call; other numbers are inactive results; i = inactive; ? = inconclusive; · = no result given; [ ] = remark or other dose. % is scaled to controls: 0 for no effect and ±100 for the full control effect; potency is read from the fitted curve at half-maximal effect. The list is partial. The share of hits here may be higher or lower than overall.

S3 lipid droplet	S3 lipid droplet cell count max	Compound
?	·	COc1ccc(C2C(C#N)=C(N)OC3=C2C(=O)CCC3)c(OC)c1OC (centres undefined)
?	·	O=C1CCCC(O)=C1C1NCCc2ccccc21 (centres undefined)
-9%	-7	COc1cccc(CC2(CO)CCCN(Cc3cc(F)ccc3-n3cccn3)C2)c1 (centres undefined)
18%	6	Cn1ccnc1SCc1nc2c(cnn2-c2ccccc2)c(=O)[nH]1
?	·	COc1ccccc1CCC(=O)OCC(=O)Nc1c(Br)cc(C)cc1Br
?	·	O=C(/C=C/c1cccc(C(F)(F)F)c1)Nc1cccc(C(F)(F)F)c1
2%	9	O=C1CCC([N+](=O)[O-])C(c2ccc(Cl)c([N+](=O)[O-])c2)N1 (centres undefined)
1%	2	Cc1cc(C(=O)CSc2nnc(-c3ccc(OC(F)F)cc3)o2)c(C)n1Cc1cccs1
-4%	-20	O=C(c1ccccc1Sc1cccc2ccccc12)N1CCOCC1
?	·	Cc1ccc2c(c1)N(C(=O)CCC(=O)Nc1ccccc1Br)CC(C)O2 (centres undefined)
?	·	O=C(Nc1ccccc1-c1ccccc1)NC1CCN(CC(=O)N2CCOCC2)CC1
26%	24	O=C(c1cc(Cl)nc2ccccc12)N1CCN(S(=O)(=O)c2cccc(F)c2)CC1
?	·	COC(=O)[C@H]1[C@H]2C[C@@H]3c4[nH]c5cc(OC)ccc5c4CCN3C[C@H]2C[C@@H](OC(=O)c2cc(OC)c(OC)c(OC)c2)[C@@H]1OC
?	·	CCN1CCN(Cc2nnc(-c3ccc(C)cc3)o2)CC1
?	·	Cc1cccc(/N=C/c2c(O)c3ccccc3oc2=O)n1
i	·	Cc1nnc(SCC(=O)NCc2ccco2)[nH]c1=O
?	·	O=C(Cn1nnc(-c2ccccc2F)n1)Nc1ccc2c(c1)OCO2
-14%	-4	CCOc1ccc(NC(=O)C(C)N2C(=O)c3ccccc3C2=O)cc1 (centres undefined)
2%	11	CCC1=C([N+](=O)[O-])C(c2ccc3c(c2)OCO3)NC(=O)N1 (centres undefined)
i	·	Cn1cc(/C=C2\SC(=O)NC2=S)c2ccccc21

Compound profiles, as listed above.
Cc1nnc(SCC(=O)NCc2ccco2)[nH]c1=O in the list: S3 lipid droplet = i; S3 lipid droplet cell count max = ·
Cn1ccnc1SCc1nc2c(cnn2-c2ccccc2)c(=O)[nH]1 in the list: S3 lipid droplet = 18%; S3 lipid droplet cell count max = 6

Additional structures
S3 lipid droplet	S3 lipid droplet cell count max	Compound
?	·	CCN(C(=O)CCc1nc(-c2ccccc2F)no1)c1cc(OC)ccc1OC
?	·	COc1ccccc1NS(=O)(=O)c1cccc(C(=O)NCC(c2ccco2)N2CCCC2)c1 (centres undefined)
i	·	O=C(NCc1nnc2c(C(F)(F)F)cc(Cl)cn12)c1ccco1
?	·	Cc1ccc(NC(=O)CC2SC(=Nc3ccc(O)cc3)NC2=O)cc1 (centres undefined)
?	·	CCN(CC)CCCN1C(=O)C(=O)/C(=C(/O)c2ccc(OC)c(Cl)c2)C1c1ccco1 (centres undefined)
26%	-10	CCOc1ccccc1C(=O)N[C@H](C(=O)Nc1cc(S(=O)(=O)N(C)C)ccc1OC)C(C)C
26%	-24	Cc1cccc(OCc2nnc(SCC(=O)N3CCCC3)o2)c1
?	·	CCOC(=O)N1CCN(c2ccc(C(=O)CC)cc2F)CC1
i	3	COCC(C)NC(=S)Nc1ccccc1[N+](=O)[O-] (centres undefined)
?	·	Cc1ccc(NC(=O)COC(=O)CCCC2=NS(=O)(=O)c3ccccc3N2)cc1C
?	·	CCOC(=O)CNC(=O)CSc1nc(-c2ccccc2)ns1
?	·	CCOC(=O)N1CCN(C(=O)Nc2ccc3nc(C)sc3c2)CC1
8%	8	CCO[C@H]1OC(C(=O)NCc2ccccc2)=C[C@@H](c2ccccc2)[C@@H]1CCCO
i	21	CC1Sc2ccccc2N(CC(=O)N(C(C)C)C(C)C)C1=O (centres undefined)
?	·	COc1ccccc1N1CC(C(=O)OCC(=O)c2ccc(F)cc2)CC1=O (centres undefined)
-18%	-4	COc1ccc(C(=O)NCC(=O)N/N=C/c2ccc([N+](=O)[O-])o2)cc1OC
?	·	Cc1cc(Cl)c(S(=O)(=O)N2CCSCC2)cc1OCC(=O)NC1CCCCC1
?	·	NC(=O)c1cc(S(=O)(=O)N2CCOCC2)ccc1Sc1ccccc1N
?	·	COc1ccc(Cc2c(O)nc(SCC(C)C)[nH]c2=O)cc1
21%	8	OCCNC(=S)c1ccccc1
7.3µM*	-25*	CSc1ccc(C2C(C(=O)c3ccco3)=C(O)C(=O)N2c2nnc(SC)s2)cc1 (centres undefined)
i	1	C=CCn1c2ccccc2c2nnc(SCC(=O)Nc3c(C)n(C)n(-c4ccccc4)c3=O)nc21
?	·	CC1CC(C)CN(CCCNC(=O)Cc2c(C(=O)O)n(C)c3ccccc23)C1 (centres undefined)
-25%[0.369 µM]	-9	CCN1CCc2c(sc(NC(=O)c3ccc4ccccc4c3)c2C(N)=O)C1
?	·	CNC(=O)/C(=C\c1ccc2c(c1)OCO2)NC(=O)c1ccc(Br)cc1
?	·	Cc1ccc(-n2nnnc2SCC(=O)c2c(N)n(C3CC3)c(=O)[nH]c2=O)cc1
?	·	CC1=CC(c2ccccc2)n2nc(NC(=O)CCCC(=O)O)nc2N1 (centres undefined)
?	·	CC(C)C(=O)Nc1c(-c2ccccc2Cl)c(=O)c2ccccc2n1C
?	·	COc1cc(NC(=O)c2ccc3c(c2)OCCO3)ccc1NC(=O)c1cccs1
11%	·	COC(=O)c1sccc1OCc1cccc(OC)c1
?	·	O=C(O)CNC(=S)N(Cc1ccccc1)Cc1cccnc1
i	·	COc1ccc(OCC(=O)NNC(=O)C(=O)Nc2cc(OC)ccc2OC)cc1
6%	-6	CC(C)N(Cc1nc2ccccc2c(=O)[nH]1)C(=O)c1ccc(NC(=O)CSc2nnnn2C)cc1
?	·	O=C(Cn1ncc2c([nH]c3ccccc32)c1=O)N1CCc2ccccc2C1
?	·	Cc1ccc(CNC(=O)CSc2nc3ccccc3[nH]2)cc1
?	·	O=C(Cc1ccc(Br)cc1)NCCCn1ccnc1
i	8	Cc1ccc(CNC(=O)C2CCCN(c3ncnc4c3nc3n4CCCCC3)C2)cc1 (centres undefined)
?	·	CC(=O)OC(COc1cccc(C)c1)Cn1cnc2ccccc21 (centres undefined)
-8%	5	COc1ccc2[nH]c(=O)c(CN(CCO)C(=O)c3cccs3)cc2c1
?	·	CC(C(=O)Nc1cccc([N+](=O)[O-])c1)N1C(=O)NC2(CCCC2)C1=O (centres undefined)

No new results follow: entries from further up.
S3 lipid droplet	S3 lipid droplet cell count max	Compound
-25%[0.369 µM]	-9	CCN1CCc2c(sc(NC(=O)c3ccc4ccccc4c3)c2C(N)=O)C1
?	·	CNC(=O)/C(=C\c1ccc2c(c1)OCO2)NC(=O)c1ccc(Br)cc1
?	·	Cc1ccc(-n2nnnc2SCC(=O)c2c(N)n(C3CC3)c(=O)[nH]c2=O)cc1
?	·	CC1=CC(c2ccccc2)n2nc(NC(=O)CCCC(=O)O)nc2N1 (centres undefined)
?	·	CC(C)C(=O)Nc1c(-c2ccccc2Cl)c(=O)c2ccccc2n1C
?	·	COc1cc(NC(=O)c2ccc3c(c2)OCCO3)ccc1NC(=O)c1cccs1
11%	·	COC(=O)c1sccc1OCc1cccc(OC)c1
?	·	O=C(O)CNC(=S)N(Cc1ccccc1)Cc1cccnc1
i	·	COc1ccc(OCC(=O)NNC(=O)C(=O)Nc2cc(OC)ccc2OC)cc1
6%	-6	CC(C)N(Cc1nc2ccccc2c(=O)[nH]1)C(=O)c1ccc(NC(=O)CSc2nnnn2C)cc1
?	·	O=C(Cn1ncc2c([nH]c3ccccc32)c1=O)N1CCc2ccccc2C1
?	·	Cc1ccc(CNC(=O)CSc2nc3ccccc3[nH]2)cc1
?	·	O=C(Cc1ccc(Br)cc1)NCCCn1ccnc1
i	8	Cc1ccc(CNC(=O)C2CCCN(c3ncnc4c3nc3n4CCCCC3)C2)cc1 (centres undefined)
?	·	CC(=O)OC(COc1cccc(C)c1)Cn1cnc2ccccc21 (centres undefined)
-8%	5	COc1ccc2[nH]c(=O)c(CN(CCO)C(=O)c3cccs3)cc2c1
?	·	CC(C(=O)Nc1cccc([N+](=O)[O-])c1)N1C(=O)NC2(CCCC2)C1=O (centres undefined)

Next part.
S3 lipid droplet	S3 lipid droplet cell count max	Compound
?	·	CCCc1ccc(Oc2cn[nH]c2-c2ccc(O)cc2O)cc1
0%	21	C=CCNC(=O)c1ccc(S(=O)(=O)CC)c(Cl)c1Cl
?	·	CN1C(=O)/C(=C\c2ccccc2)Sc2ccc(C(=O)N3CCN(c4ccccn4)CC3)cc21
i	·	COc1cc(NC2=CC(=O)CC(C)(C)C2)cc(OC)c1OC
-6%	·	CC1(C)Cc2c(C#N)c(N)n(-c3ccccc3)c(=S)c2CO1
?	·	CCOc1ccccc1C(=O)Nc1c[nH]c(=O)[nH]c1=O
1%	0	COc1cc2[nH]c(=O)n3nc(-c4ccccc4)nc3c2cc1OC
?	·	O=C(COc1ncnc2ccccc12)NCCCN1CCCC1=O
-22%	1	CCOc1c2ccc(C(=O)NCCc3cccs3)cc2nn1CC
i	-5	COc1ccccc1C(=O)N/N=C/c1cnc2ccccc2n1
-6%	7	C/C(=N\Nc1cccc([N+](=O)[O-])c1)c1ccccc1O
?	·	O=C(CCCc1c[nH]c2ccccc12)NCCc1c[nH]c2ccccc12
i	·	CCOC(=O)c1c(C)oc2ccc(O)c(CN3CCCCC3)c12
?	·	CCc1noc(C)c1C(=O)Nc1nc(-c2ccc(OC)cc2)cs1
1%	-10	CN(Cc1c(F)cccc1Cl)C(=O)c1cccc(S(=O)(=O)NCc2ccccc2)c1
26%	4	COc1ccc(OC)c(S(=O)(=O)NCC(c2ccco2)N2CCc3ccccc32)c1 (centres undefined)
-10%	2	Cc1ncc(CSc2nccc(=O)[nH]2)c(CO)c1O
?	·	CCN(C(=O)COC(=O)CCc1c[nH]c2ccccc12)c1c(N)n(Cc2ccccc2)c(=O)[nH]c1=O
27%	-1	C1CN(CC2CCN(c3nc4nonc4nc3N3CCSCC3)CC2)CCO1
?	·	O=C(C1CCN(S(=O)(=O)c2ccc(Cl)c(C(F)(F)F)c2)CC1)N1CCC1
?	·	CCC1(CC)Cc2ccccc2C(CC(=O)N2CCOCC2)=N1
?	·	Cc1ccc(C)c(OCC(=O)Nn2c(C)nc3ccccc3c2=O)c1
?	·	COCC(=O)NC1CC(C)(C)Cc2c1cnn2-c1ccc(F)cc1 (centres undefined)
12%	-2	CCN1CCN(C(c2ccc(F)cc2)c2nnnn2Cc2cccs2)CC1 (centres undefined)
-7%	-11	Cc1occc(=O)c1OC(=O)Nc1ccccc1
-1%	-12	O=C(c1ccc(Cl)s1)N1CCN(c2ccccc2)CC1
?	·	O=C(NNC(=O)C12CC3CC(CC(C3)C1)C2)c1cccc([N+](=O)[O-])c1
1%	6	COc1ccc(C2=NOC(C(=O)N(C)Cc3ccccc3)C2)cc1 (centres undefined)
?	·	CCOc1ccc(NC(=S)N=Nc2c(O)[nH]c3ccccc23)cc1
-10%	17	COc1cccc(COc2ccc3c(C)cc(=O)oc3c2)c1
7%	6	CCOc1cc(/C=C2\C(=N)N3N=C(C)SC3=NC2=O)ccc1OCCOc1ccccc1
19%	·	c1ccc(OCc2ccc(CCCN3CCOCC3)cc2)cc1
15%	9	CSc1cccc(NC(=O)CNC(=O)C2CCCCC2)c1
-19%	-12	COc1ccc(NS(=O)(=O)c2cccc(NC(=O)NCCCl)c2)cc1
?	·	COC(=O)c1cccc(NC(=S)Nc2ccc(Cl)c(Cl)c2)c1
4%	13	CCOC(=O)COc1cc(Br)c(/C=N/Nc2ccccc2)cc1OC
-8%	14	CC(C)Cc1ccc(CN2CCCC(NC(=O)c3cccc(-n4cnnc4)c3)C2)cc1 (centres undefined)
-6%	3	Cc1c(CC(=O)O)c(=O)oc2c(C)c(OCc3ccc(F)cc3F)ccc12
?	·	CCN1C(=O)c2cccc3c(S(=O)(=O)NCC4CCCO4)ccc1c23 (centres undefined)
?	·	O=C1c2ccccc2NC(c2ccc(Br)o2)N1O (centres undefined)
7%	-6	CC(=O)N1CCN(c2ccc(NC(=O)c3cccc(OCc4ccccc4)c3)cc2)CC1
?	·	O=C(c1ccccc1F)N1CCN(c2ccccc2F)CC1
?	·	CCOC(=O)c1ccccc1NC(=O)c1ccc(NS(C)(=O)=O)cc1
?	·	CCC(=O)c1ccc(OCC(=O)OCC(=O)N2CCc3ccccc3C2)cc1
?	·	Fc1cccc(Nc2ncnc3c2cnn3-c2ccccc2)c1
-2%	17	Cc1c(N2C(=O)C3C4C=CC(C4)C3C2=O)c(=O)n(-c2ccccc2)n1C (centres undefined)
?	·	O=C1CNC(=O)/C(=C\c2ccccc2)N1
?	·	O=C(NC(=S)Nc1cc(S(=O)(=O)N2CCOCC2)ccc1O)c1ccco1
?	·	Cc1nc(C)c(-c2csc(Nc3ccc(O)c(C(=O)O)c3)n2)s1
-7%	24	CCN1CCN(C(=O)c2ccc(OC3CCN(CCc4ccccc4)CC3)cc2)[C@@H](C)C1=O
?	·	COc1cccc(C(O)CC(N)=O)c1 (centres undefined)
?	·	Cc1csc(NC(=O)c2ccc3c(c2)OCO3)n1
1%	-8	CC(C)C[C@H](NC(=O)c1[nH]cnc1C(=O)N[C@@H](Cc1ccccc1)C(=O)OC(C)(C)C)C(=O)OC(C)(C)C
?	·	Cc1ccc([C@@H]2[C@@H]3C(=O)N(C)C(=O)[C@@H]3[C@]3(C)C(=O)N(CC4CC4)CC(=O)N23)o1
?	·	O=C(O)c1cccc(-c2ccc3c(c2)OCO3)c1
?	·	CCOC(=O)/C(=N\Nc1ccccc1)S(=O)(=O)c1ccccc1
?	·	CCCCSc1nnc(-c2ccc(NC(=O)CC)cc2)n1C
